UPR CHOP act – apoptotic UPR (CHOP) activation | CHO-CHOP luciferase reporter, luminescence; percent of tunicamycin response over DMSO baseline | activation, % at 10 µM | 330,000 tested, 0.34% active | AID 449763;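 active = at 10 µM dose, activation of 40% or more, normalized to positive control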;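 note: 100% = tunicamycin at 10 µg/mL and 0% = DMSO alone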
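Test system: CHO CHOP reporter cells. Input: 500 CHO-CHOP cells per well. Medium: F12 with 10% FBS. Technique: luciferase luminescence. Measure: percent activation relative to tunicamycin control. Dosing: 10 µM compound, 0.5% DMSO. Timing: 16-18 h cell attachment, then 6 h compound exposure, 37 °C.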
APJ antag – antagonists of human APJ apelin receptor; inhibition, % at 20 µM; P35414; 330,000 tested, 0.32% active; CHO-K1 APJ beta-arrestin complementation, luminescence;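 active = inhibition above about 40% at 20 µM, limit read from the data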;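 note: cells challenged with 10 nM apelin-13 agonist together with compound; plate controls were apelin-13 plus DMSO wells for no effect and DMSO wells lacking apelin-13 for full effect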
Target sequence (P35414 whole entry, looked up): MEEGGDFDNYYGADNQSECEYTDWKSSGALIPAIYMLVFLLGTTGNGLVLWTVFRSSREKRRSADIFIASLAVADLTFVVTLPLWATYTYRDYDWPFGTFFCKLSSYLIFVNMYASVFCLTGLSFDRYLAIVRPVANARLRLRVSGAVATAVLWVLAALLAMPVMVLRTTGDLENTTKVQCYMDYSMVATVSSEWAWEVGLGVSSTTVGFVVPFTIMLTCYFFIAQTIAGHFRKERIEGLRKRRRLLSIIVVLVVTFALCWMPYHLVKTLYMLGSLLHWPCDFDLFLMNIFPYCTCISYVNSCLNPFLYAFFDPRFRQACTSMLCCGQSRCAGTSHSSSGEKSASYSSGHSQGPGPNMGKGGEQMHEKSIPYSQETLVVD
Mdm2-MdmX inh – inhibitors of human Mdm2/MdmX interaction. O15151+Q00987. SaOS-2 split-luciferase Mdm2/MdmX complementation, luminescence. inhibition, % at 8 µM. 330,000 tested, 3% active. AID 485346;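 active = inhibition of at least 50% at 8 µM in the primary screen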
UPR XBP1 act – adaptive UPR (XBP1) activation; 330,000 tested, 0.33% active; CHO-XBP1 luciferase reporter, IRE1-XBP1 UPR activation, luminescence; percent of tunicamycin response, DMSO as zero; activation, % at 20 µM;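 active = versus positive control, 20 µM dose yields 30% or more activation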;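 note: 100% = tunicamycin at 10 µg/mL and 0% = DMSO only wells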
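Material: CHO-XBP1 cells stably carrying IRE1-XBP1-driven luciferase reporter | Medium: F12 with 10% serum | Compound dosing: 20 µM single concentration, DMSO 1% | Incubation: Overnight seeding at 37 °C, 6 h compound treatment at 37 °C | Detection: Steady-Glo luminescence read | Read-out basis: % activation of reporter signal versus tunicamycin and DMSO controls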
CCR6 antagonist – antagonists of human CCR6 receptor; P51684; CHO-K1 CCR6 PathHunter beta-arrestin, luminescence, CCL20-stimulated; inhibition, % at 20 µM; 340,000 tested, 0.49% active;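 active = compounds whose inhibition of the agonist-driven luminescence signal at 20 µM reaches about 50%, limit read from the data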;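 note: cells stimulated with CCL20 at 14 nM final; plate controls were DMSO with CCL20 for no effect and DMSO without agonist for full effect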
APJ ag – agonists of human APJ apelin receptor; CHO-K1 APJ PathHunter beta-arrestin, luminescence; 0% DMSO wells, 100% apelin; activation, % at 20 µM; 330,000 tested, 0.11% active; AID 2520;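 active = activation more than six SD over the plate average, tested at 20 µM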;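 note: 0% = DMSO alone and 100% = apelin-13 at 10 nM; some results filed as inactive read as strong as hits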
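Assay system: CHO-K1 cells stably expressing ProLink-tagged human APJ and arrestin–beta-gal acceptor. Compound dosing: 20 µM single point, 1% DMSO. Times: 16-18 h seeding, 90 min dark compound exposure, 60 min detection. Detection: beta-gal luminescence. Evaluation: APJ–arrestin association signal. Controls: negative DMSO alone, positive Apelin-13 at 10 nM.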
tim23-1 inh – growth inhibitors of tim23-1 mutant yeast. inhibition, % at 20 µM. S. cerevisiae tim23-1 growth, BacTiter-Glo luminescence, 24 h. AID 463212. 330,000 tested, 1.3% active;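 active = growth inhibition of the mutant yeast at or above 50%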;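 note: temperature-sensitive mutant grown at 25 °C; plate controls were DMSO-treated mutant yeast for no effect and medium wells lacking yeast for full effect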
EBI2 block – blocks human EBI2 receptor beta-arrestin signaling | P32249 | EBI2 beta-arrestin recruitment, luminescence, 7a,25-OHC stimulated | inhibition, % at 5 µM | 360,000 tested, 0.81% active | AID 651636; in the data active = inhibition above about 38%;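 note: enzyme fragment complementation signal reports receptor beta-arrestin coupling in cells; 0% = agonist plus DMSO wells and 100% = wells without agonist; some results beyond the cut were filed as inactive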
CXCR6 inh – blocks human CXCR6 beta-arrestin recruitment; 360,000 tested, 0.36% active; inhibition, % at 20 µM; CHO-K1 PathHunter CXCR6 beta-arrestin, luminescence; in the data active = inhibition above about 34%, passing the limit was not always enough;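 note: antagonist mode with CXCL16 agonist at 10 nM final; 0% = 10 nM CXCL16 with DMSO and 100% = unstimulated wells without agonist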
Target sequence (O00574 whole entry, looked up): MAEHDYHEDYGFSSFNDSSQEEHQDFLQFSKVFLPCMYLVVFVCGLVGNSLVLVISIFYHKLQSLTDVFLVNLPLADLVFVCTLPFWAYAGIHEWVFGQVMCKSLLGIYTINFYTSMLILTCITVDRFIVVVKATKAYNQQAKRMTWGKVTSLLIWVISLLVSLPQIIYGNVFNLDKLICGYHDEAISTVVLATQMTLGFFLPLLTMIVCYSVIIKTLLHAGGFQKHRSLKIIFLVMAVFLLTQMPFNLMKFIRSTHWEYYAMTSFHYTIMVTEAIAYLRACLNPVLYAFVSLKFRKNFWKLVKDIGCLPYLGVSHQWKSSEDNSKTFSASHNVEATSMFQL
Starred values were filed as active, the others as inactive; . = not tested or not shown. Only part of the results is shown; count on the stated rates, not on these rows.

SMILES	UPR CHOP act	APJ antag	Mdm2-MdmX inh	UPR XBP1 act	CCR6 antagonist	APJ ag	tim23-1 inh	EBI2 block	CXCR6 inh
Cc1ccc(Nc2nc(-c3ccccc3)c(CC(=O)O)s2)cc1	5.1	13	-60	1	-8	-3	47	13	10
Cc1ccc(NS(=O)(=O)c2cc(C(=O)N3CCc4ccccc4C3)ccc2Cl)cc1	-1.8	3	12	-1	14	-1	21	7	3
COc1ccc(-c2nc(CN3CCCCC3CCc3ccccn3)c(C)o2)cc1 (stereo unspecified)	-0.2	6	8	-2	-1	-4	13	10	-2
Clc1ccc(-n2ncc3c(NCc4cccnc4)ncnc32)cc1Cl	8.7	-21	-73	7	-27	11	-14	17	-11
CCN(CC)S(=O)(=O)c1cc(C(=O)NC2CCCCC2)ccc1C	4.1	-11	-62	0	10	-2	30	2	-3
O=C(O)c1ccc(NCc2ccc3c(c2)OCO3)cc1	0.0	10	13	-2	-1	7	3	-2	-2
CCC(=O)c1ccc(OCC(=O)N(CC)CC(=O)Nc2ccccc2OC)cc1	0.9	3	-36	-1	1	-1	7	8	6
O=C(CSc1cccc[n+]1[O-])N1CCc2ccccc21	0.5	-8	-9	-3	2	-3	5	2	-3
Cc1nc(C)c(C(=O)Nc2nc3c(C)cccc3s2)o1	0.4	14	14	-1	-3	-3	21	-8	3
COc1cccc(-c2cc(C(=O)Nc3cc(OC)c(OC)c(OC)c3)no2)c1	0.0	9	49	2	-3	-2	45	1	5
C[C@H](CO)N1C[C@H](C)[C@@H](CN(C)S(=O)(=O)c2ccccc2)Oc2c(NC(=O)c3ccncc3)cccc2C1=O	1.9	5	-19	0	12	0	-12	-12	-5
O=C(O)CCCC(=O)Nc1cccc(C(F)(F)F)c1	-0.5	-2	20	-1	6	0	21	-4	-1
Cc1ccc(OCC(=O)Nc2nc(C)c(Cl)cc2Cl)c([N+](=O)[O-])n1	0.6	2	31	0	-3	1	0	-4	-4
CCNC(=S)N/N=C/c1cccc(OCc2c(F)cccc2Cl)c1	2.7	3	36	2	6	-2	31	14	3
COc1ccc(N2CC(C(=O)N[C@@H](C)C(=O)N3CCCCC3)CC2=O)cc1 (stereo partly specified)	-1.9	0	17	-4	-6	-5	5	-1	-10
Cc1cc(Cl)ccc1OCCCC(=O)NCCCn1ccnc1	-0.8	6	22	3	5	0	-12	-3	-7
COC(=O)c1cc2c(C)cc3ccc(C)cn3c-2c1C(=O)OC	-1.6	11	5	-3	27	-4	5	-15	13
CCn1c(Cc2ccccc2)nnc1SCC(=O)c1cccc([N+](=O)[O-])c1	-1.3	3	4	-3	15	-3	21	-2	-4
O=C(CSc1nnnn1-c1ccccc1)N1CCc2ccccc21	0.0	14	-17	2	11	2	16	0	7
CC(=O)NCc1nnc2c3ccccc3c(-c3ccccc3)nn12	-0.4	12	12	0	1	-3	12	0	-1
COc1ccc(CCNC(=O)CCCc2ccccc2)cc1	1.9	5	5	0	9	3	6	1	9
COc1ccc(/C(O)=C2\C(=O)C(=O)N(c3cc(C)on3)C2c2cccc(OC)c2OC)cc1C (stereo unspecified)	-0.6	-3	9	-1	9	0	2	9	0
CC(/C=N/NC(=O)c1nnn(-c2nonc2N)c1CN1CCCCC1)c1ccccc1 (stereo unspecified)	0.4	-2	2	0	3	0	-9	0	1
Cc1ccc(C)c(NC(=O)CN(C)C(=O)c2cccc(N3C(=O)CCC3=O)c2)c1	1.7	24	17	-3	11	-5	14	4	-6
COc1ccccc1NS(=O)(=O)c1cc(NC(=O)C2CC2)ccc1N1CCOCC1	-2.3	-1	8	3	.	-2	27	.	.
CSCCC(NC(=O)c1ccc(Cl)cc1Cl)C(=O)NCc1ccncc1 (stereo unspecified)	-1.5	5	15	-2	5	-5	-2	-3	-6
Cc1cc(C)c(OCC(=O)NCC2COc3ccccc3O2)c(C)c1 (stereo unspecified)	0.9	-2	17	-1	13	-1	39	1	7
Fc1ccc(N/N=C/c2cccnc2)c(F)c1	6.2	-5	-29	4	10	0	11	0	-16
CCN(C(=O)COC(=O)c1cc(-c2cccs2)nc2ccccc12)C1CCS(=O)(=O)C1 (stereo unspecified)	0.7	18	-10	1	0	-7	23	-6	5
CC(C)NC(=O)N(C)C[C@H]1Oc2c(NC(=O)C3CCCCC3)cccc2C(=O)N([C@H](C)CO)C[C@@H]1C	2.4	-6	2	0	-1	-1	21	-16	3

A section from the list above:
SMILES	UPR CHOP act	APJ antag	Mdm2-MdmX inh	UPR XBP1 act	CCR6 antagonist	APJ ag	tim23-1 inh	EBI2 block	CXCR6 inh
O=C(CSc1nnnn1-c1ccccc1)N1CCc2ccccc21	0.0	14	-17	2	11	2	16	0	7
CC(=O)NCc1nnc2c3ccccc3c(-c3ccccc3)nn12	-0.4	12	12	0	1	-3	12	0	-1
COc1ccc(CCNC(=O)CCCc2ccccc2)cc1	1.9	5	5	0	9	3	6	1	9
COc1ccc(/C(O)=C2\C(=O)C(=O)N(c3cc(C)on3)C2c2cccc(OC)c2OC)cc1C (stereo unspecified)	-0.6	-3	9	-1	9	0	2	9	0
CC(/C=N/NC(=O)c1nnn(-c2nonc2N)c1CN1CCCCC1)c1ccccc1 (stereo unspecified)	0.4	-2	2	0	3	0	-9	0	1
Cc1ccc(C)c(NC(=O)CN(C)C(=O)c2cccc(N3C(=O)CCC3=O)c2)c1	1.7	24	17	-3	11	-5	14	4	-6
COc1ccccc1NS(=O)(=O)c1cc(NC(=O)C2CC2)ccc1N1CCOCC1	-2.3	-1	8	3	.	-2	27	.	.
CSCCC(NC(=O)c1ccc(Cl)cc1Cl)C(=O)NCc1ccncc1 (stereo unspecified)	-1.5	5	15	-2	5	-5	-2	-3	-6
Cc1cc(C)c(OCC(=O)NCC2COc3ccccc3O2)c(C)c1 (stereo unspecified)	0.9	-2	17	-1	13	-1	39	1	7
Fc1ccc(N/N=C/c2cccnc2)c(F)c1	6.2	-5	-29	4	10	0	11	0	-16
CCN(C(=O)COC(=O)c1cc(-c2cccs2)nc2ccccc12)C1CCS(=O)(=O)C1 (stereo unspecified)	0.7	18	-10	1	0	-7	23	-6	5
CC(C)NC(=O)N(C)C[C@H]1Oc2c(NC(=O)C3CCCCC3)cccc2C(=O)N([C@H](C)CO)C[C@@H]1C	2.4	-6	2	0	-1	-1	21	-16	3

(next part)
SMILES	UPR CHOP act	APJ antag	Mdm2-MdmX inh	UPR XBP1 act	CCR6 antagonist	APJ ag	tim23-1 inh	EBI2 block	CXCR6 inh
C=CCOC(=O)/C(=C/c1cccc2ccccc12)NC(=O)c1ccccc1	1.9	20	-26	-3	11	-1	28	3	12
CC(C)(C)c1ccc(OCCC(=O)OCC(=O)Nc2cccnc2Cl)cc1	0.1	-8	9	-2	14	-3	11	2	-1
Cc1cc(C)nc(SCC(=O)OCC(=O)N(C)c2c(N)n(Cc3ccccc3)c(=O)[nH]c2=O)n1	0.1	-1	1	-3	17	2	13	-18	9
CCc1noc(C)c1C(=O)N1CCCSC1=Nc1ccccc1C(C)C	-2.5	22	14	-1	14	-4	38	10	6
O=C(NCC1CCCO1)c1cc2c(=O)[nH]c3ccccc3c2s1 (stereo unspecified)	3.5	5	1	7	-3	-2	-8	-11	4
O=C(Cc1cccc2ccccc12)NCC(=O)Nc1ccccc1F	2.8	0	20	-4	-14	5	16	-2	-4
CN(C(=O)CSc1cccc[n+]1[O-])c1ccccc1	0.6	-1	7	-2	-2	-2	-8	-2	3
CCc1ccc(NC(=S)/N=C(\N)Nc2nc(C)c3cc(CC)ccc3n2)cc1	2.8	8	63*	7	26	-5	8	39	20
O=C(CCS(=O)(=O)c1cccs1)Nc1ccc(C(=O)NCc2cccs2)cc1	0.2	0	30	0	12	-3	4	-1	-6
Cc1ccn2cc(-c3ccc(NC(=O)c4ccco4)cc3)nc2c1	-0.5	-16	-85	-1	7	0	56*	8	-10
CC(C)N1CCN(Cc2ccc(OC3CCCC3)cc2)CC1CCO (stereo unspecified)	0.1	3	17	0	-1	0	-14	1	-2
N#Cc1c(NC(=O)CSc2nnc(-c3ccccc3O)n2-c2ccccc2)sc2c1CCCC2	2.3	10	33	-5	23	0	26	2	2
Cc1cccc(NC(=S)Nc2c(C)n(C)n(-c3ccccc3)c2=O)c1C	-2.0	-5	-1	-3	4	-3	8	-3	0
COc1ccc(NC(=O)COc2ccc(C(=O)c3ccc(F)cc3)cc2)cc1S(N)(=O)=O	-1.3	-5	20	-3	4	2	1	-8	-8
C[C@H](NC(=O)CCC1CCC(=O)N1)c1ccccc1 (stereo partly specified)	0.1	-3	-13	1	11	0	6	-3	-4
CN(C)c1ccc(CN(C(=O)C2COc3ccccc3O2)C2CCS(=O)(=O)C2)cc1 (stereo unspecified)	0.6	11	6	-1	6	-3	27	-5	8
CCOC(=O)C(=Nc1ccc(Cl)cc1)NO	0.6	-5	-11	-1	-4	1	17	-15	-1
O=C(Nc1ccnn1C1CCN(C/C=C/c2ccccc2)CC1)c1cccc(F)c1	1.0	9	19	-2	11	3	7	3	7
O=C(COC(=O)C1=COCCO1)Nc1c(F)cccc1F	1.9	10	21	2	-2	-6	3	-10	-2
CCCn1c(CN(Cc2ccccc2)Cc2ccccc2)nc2c1c(=O)n(C)c(=O)n2C	0.8	8	20	-1	12	-5	28	11	-7
C[C@H](CO)N1C[C@H](C)[C@@H](CN(C)C(=O)Nc2ccccc2)Oc2ccc(NS(=O)(=O)c3cn(C)cn3)cc2C1=O	-0.2	-1	-9	-2	5	-1	-6	3	-10
CCOc1ccc(Nc2c3c(nc4ncnn24)CC(C)CC3)cc1 (stereo unspecified)	4.3	-10	23	0	26	3	21	-32	0
OCCC1CN(Cc2cc(F)ccc2F)CCN1CCCc1ccccc1 (stereo unspecified)	0.0	2	9	-3	14	-2	3	-6	0
CCOc1ccc(NC(=O)COC(=O)c2ncc(Cl)c(Cl)c2Cl)cc1	2.1	-12	4	1	5	-3	-25	2	0
O=C(O)c1ccc(NS(=O)(=O)c2ccc(Cl)cc2)cc1	-2.4	8	23	-2	-6	-2	-4	-26	-4

Source: PubChem BioAssay
